Bioassay records as filed in PubChem.
HCT116 bCat-KO: beta-catenin-lacking colon tumor cell growth suppression. hit rate 1.5% among 140,000. HCT116 beta-catenin knockout viability, CellTiter-Glo, 60 h; stronger effect = lower value. viability, % at 10 µM;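 active = viability at or under a set limit, the compound median less 4 SD, cut at about 6% in these data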;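 note: 0% = Hyamine 1622 control at 20 µM and 100% = untreated cell control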
MRP-1 activ: activates MRP-1. H69AR cells + doxorubicin, viability rescue, CellTiter-Glo. viability increase, % at 10 µM. hit rate 0.61% among 140,000. AID 799;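 active = viability gain under doxorubicin at or above a set limit, the compound median plus 3 SD, cut at about 4.7% in these data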;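 note: MRP-1 overexpressing cells given doxorubicin 25 µM after compound pretreatment; 18-22 h compound pretreatment then 72 h with doxorubicin before readout; 0% = doxorubicin-only wells and 100% = vehicle-treated cells without doxorubicin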
BB579 growth dn: reduces growth of yeast BB579 in restrictive medium; inhibition, % at 10 µM; hit rate 0.51% among 140,000; S. cerevisiae BB579 growth, OD615, 48 h; AID 804;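 active = inhibition above a set limit, 3 SD over the mean compound inhibition, cut at about 44% in these data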; note: inactives centre near -24
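Assay system: S. cerevisiae DeaD strain BB579 yeast. Medium: CSMM-D restrictive synthetic medium containing dextrose (glucose). Times: 4 h cell preincubation, 48 h compound exposure, 30 °C humidified. Signal: OD615 turbidity measurement. Benchmarks: positive control amphotericin B 10 µg/mL.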
Yeast lifespan up: yeast lifespan extension; S. cerevisiae growth with nicotinamide, OD615; deaD strain in restrictive glucose medium; inhibition of the nicotinamide effect, % at 10 µM; hit rate 0.68% among 130,000; AID 775;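 active = inhibition above a set limit, placed 3 SD over the median of all compounds, cut at about 26% in these data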;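 note: 0% = nicotinamide-treated wells and 100% = cells grown without nicotinamide; some compounds called inactive have numbers as strong as hits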
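System: DeaD-strain S. cerevisiae / Buffer or medium: CSMM-D, restrictive glucose (dextrose) synthetic minimal medium / Probe or stimulus: nicotinamide, 1.5 mM, co-present with compound / Compound: one concentration, 10 µM, DMSO 0.25% / Incubation: 48 h compound exposure at 30 °C, humidified / Technique: optical density (absorbance) at 615 nm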
Measles CPE: protection of cells from measles virus | Measles virus-infected cells, CPE protection, absorbance | protection (pct of control), % at 4 µM | hit rate 1.5% among 140,000; in the data active = protection mostly above about 24%, no sharp cut-off; inactive = mostly below about 26%; note: some compounds called inactive have numbers as strong as hits
Phagocytosis inh: blocks phagocytosis by macrophages; hit rate 0.07% among 110,000; J774A.1 macrophage IgG-bead phagocytosis, imaging; inhibition, % at 5 µM;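 active = inhibition above the mean of the plate negative controls plus 5 SD, cut at about 13% in these data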;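 note: phagocytic index as fraction of beads internalized from green versus red external bead signal; plate controls were DMSO negative control for no effect and cytochalasin-D positive control for full effect; some results beyond the cut were filed as inactive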
GALR2 blocker: antagonists of human galanin receptor 2 (GALR2) | O43603 | GALR2-expressing cells, antagonist mode | inhibition, % at 4 µM | hit rate 0.39% among 140,000; in the data active = inhibition above about 27%;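 note: cells stimulated with galanin 1-16 at roughly its EC80; 0% = agonist challenge control and 100% = basal control without agonist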
Target sequence (O43603 whole entry, looked up): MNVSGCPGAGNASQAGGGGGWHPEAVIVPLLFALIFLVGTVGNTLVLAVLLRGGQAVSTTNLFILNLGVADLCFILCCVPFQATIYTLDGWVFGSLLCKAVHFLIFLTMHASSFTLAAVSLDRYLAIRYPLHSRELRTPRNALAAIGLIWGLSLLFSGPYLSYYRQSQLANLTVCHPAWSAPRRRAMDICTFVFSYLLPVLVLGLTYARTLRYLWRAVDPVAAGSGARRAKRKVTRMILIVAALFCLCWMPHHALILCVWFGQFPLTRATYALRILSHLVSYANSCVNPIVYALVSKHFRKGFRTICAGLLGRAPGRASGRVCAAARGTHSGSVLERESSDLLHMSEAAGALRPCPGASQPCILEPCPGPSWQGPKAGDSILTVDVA
NPY Y2 blocker: blocks the human neuropeptide Y Y2 receptor; hit rate 0.99% among 140,000; P49146; inhibition, % at 2.7 µM; NPY-Y2 expressing cells, antagonist mode; AID 793; in the data active = inhibition above about 17%;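 note: 0% = vehicle with agonist challenge and 100% = reference antagonist with challenge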
Target sequence (P49146 whole entry, looked up): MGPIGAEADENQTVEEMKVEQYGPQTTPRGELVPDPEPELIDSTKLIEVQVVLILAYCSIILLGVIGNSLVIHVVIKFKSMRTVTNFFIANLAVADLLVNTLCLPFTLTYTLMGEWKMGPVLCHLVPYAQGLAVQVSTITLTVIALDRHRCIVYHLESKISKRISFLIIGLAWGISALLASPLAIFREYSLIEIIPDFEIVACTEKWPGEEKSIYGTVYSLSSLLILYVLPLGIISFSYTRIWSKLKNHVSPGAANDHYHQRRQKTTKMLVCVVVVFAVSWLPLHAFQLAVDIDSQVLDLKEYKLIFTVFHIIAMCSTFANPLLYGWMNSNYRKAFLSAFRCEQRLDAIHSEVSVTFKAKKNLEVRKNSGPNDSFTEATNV
E-sel TNF inh: blocks E-selectin expression induced by TNF alpha. inhibition, % at 2 µM. hit rate 0.71% among 120,000. HUVEC TNFa-induced E-selectin immunofluorescence, high content;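 active = inhibition above the batch mean plus 3 SD, and confirmed as a hit on visual image review, cut at about 43% in these data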;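 note: 0% = TNF-stimulated DMSO wells and 100% = unstimulated control wells; not every result past the cut was called active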
PTEN del growth: PTEN-deleted cell growth suppression; HCT116 PTEN-null viability, CellTiter-Glo, 60 h; stronger effect = lower value; viability, % at 10 µM; hit rate 1.2% among 140,000; AID 827;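 active = viability at or below a set limit, 4 SD under the median of all tested compounds, cut at about 3.7% in these data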;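 note: PTEN knockout HCT116 line with beta catenin targeted HCT116 as companion control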
* marks the source's active call; other numbers are inactive results; . = no result given.

SMILES	HCT116 bCat-KO	MRP-1 activ	BB579 growth dn	Yeast lifespan up	Measles CPE	Phagocytosis inh	GALR2 blocker	NPY Y2 blocker	E-sel TNF inh	PTEN del growth
O=C(c1ccco1)N1CCN(C(c2ccc(F)cc2)c2nnnn2CC2CCCO2)CC1 (stereo not given)	90	-2.1	-32	-14	6	1	0	1	.	98
O=C(CCC(=O)N1CCN(S(=O)(=O)c2ccccc2)CC1)c1cccs1	85	-1.4	-22	-14	2	.	-11	-2	13	91
COc1ccc(Nc2nc(C(=O)NCCCN3CCOCC3)cs2)cc1	85	-0.4	0	2	5	-1	-1	2	32	88
CCc1nnc(NC(=O)C2CCN(C(=O)NC3CCCCC3)CC2)s1	109	-1.0	-36	-5	1	.	1	0	3	98
Cc1cccc(OC(C)C(=O)N(Cc2cccs2)C2CCS(=O)(=O)C2)c1C (stereo not given)	81	-0.7	2	-8	35	-1	-1	0	28	69
CCCCc1nnc(NC(=O)CCSc2ccccc2)s1	98	-0.7	-44	-9	3	-1	0	9	4	111
Cc1ccccc1C1NC(=O)Cc2ccccc21 (stereo not given)	97	-0.4	-32	-11	13	.	-12	2	8	107
COc1ccc(CCNC(=O)c2ccc(CNS(=O)(=O)c3ccc(C(C)(C)C)cc3)cc2)cc1OC	74	-2.2	-32	2	2	-9	-10	3	3	83
O=C(C/C=N/OCc1c(Cl)cccc1Cl)c1cnc(-c2ccccc2)s1	94	2.7	-46	-5	9	-3	14	5	-7	105
COc1ccccc1N1CCN(C(=O)CCCn2c(=O)[nH]c3ccsc3c2=O)CC1	88	-2.5	-9	-4	8	0	4	14	.	100
CCOC(=O)N1CCC(N(CCOC)C(=O)Nc2ccc(C)c(C)c2)CC1	102	-1.6	-45	-1	10	-1	3	0	-6	100
COc1ccc(S(=O)(=O)N(CC(=O)N2CCOCC2)c2cc(Cl)ccc2OC)cc1OC	94	-2.3	-42	-5	3	0	18	2	-36	103
Cc1nn(Cc2ccccc2Cl)c(C)c1NC(=O)c1nc2ncccn2n1	64	-2.3	-5	.	13	.	-6	1	5	76
N#C/C(=C/c1cc(Br)cs1)C(=O)NCC1CCCO1 (stereo not given)	91	-2.2	-2	-17	37*	6	8	2	-4	85
C/C(Cc1ccccc1)=N\NC(=O)CNC(=O)c1ccc(C(C)(C)C)cc1	95	-0.1	-12	-4	25	-12	1	1	.	97
Nc1nc(-c2ccc3c(c2)CCCC3)cs1	93	-1.1	-31	-12	0	0	11	-1	-19	85
O=C(NC1CCCCC1)c1cccnc1C(=O)O	102	-1.2	-10	-15	39	.	-15	4	.	91
O=C(c1cc2ccccc2oc1=O)N(Cc1ccco1)CC1CCCO1 (stereo not given)	89	-1.0	0	-9	2	1	-1	2	-14	85
O=C1C(NS(=O)(=O)c2cccs2)=C(N2CCN(c3cccc(C(F)(F)F)c3)CC2)C(=O)c2ccccc21	75	-4.0	-41	-1	16	-2	-8	-12	-19	61
CCCCOc1ccc(C(=O)N/N=C/c2ccc(OCCN3CCCCC3)c(OC)c2)cc1	43	-4.7	12	-1	5	-3	2	11	8	40
COc1cccc(C(=O)Nc2ccc(-c3nc4ccccc4o3)c(O)c2)c1	55	-1.6	-34	-18	40	0	-2	4	.	30
Cc1ccccc1C1=NC(c2ccc(F)cc2F)ON1 (stereo not given)	94	-2.9	-12	-2	12	-2	8	1	.	93
O=C(NCc1cccnc1)c1ccc(CS(=O)(=O)c2ccc(Br)cc2)o1	85	-1.3	-3	-9	8	.	-9	0	.	84
C=CCNC(=O)COc1ccc(Br)cc1Cl	97	-1.1	-10	-7	11	0	-1	5	.	98
COc1ccc(-n2cnc3ccccc32)cc1	92	-1.5	-51	-9	12	-1	1	6	2	104
CCNc1nc(Oc2ccc(Cl)cc2Cl)cc(C(F)(F)F)n1	89	0.4	11	-21	3	2	1	6	0	80
COC(=O)C(NC(=O)c1ccccc1Cl)(Nc1ncc(S(=O)(=O)c2ccc([N+](=O)[O-])cc2)s1)C(F)(F)F (stereo not given)	76	-1.2	-55	1	11	-2	13	9	23	71
COC(=O)c1ccccc1NC(=O)Cn1c(CCC(=O)O)ccc1-c1cccs1	100	-0.9	-80	14	9	0	-2	4	5	99
COc1ccc(CCNC(=O)c2ccc(Cl)cc2Cl)cc1	84	-0.4	-2	-15	15	0	9	4	11	89
Cn1c(=O)cc(OCCCC(=O)NC2CCCC2)c2ccccc21	60	-5.0	17	-2	3	1	10	1	2	64
CC1CCN(c2ccc(NC(=S)NC(=O)c3ccco3)cc2)CC1	65	-2.8	-37	-25	3	.	-13	7	20	76
Cc1cc(NC(=O)c2ccc3c(c2)OCO3)ccc1NC(=O)c1ccco1	70	1.8	-21	.	20	.	-4	2	-29	73
COc1ccc(OC)c(C(=O)COC(=O)C2CC3CCCC(C2)C3=O)c1 (stereo not given)	91	-0.6	-49	-2	8	4	-5	-1	8	101
CS/C(=C\[N+](=O)[O-])Nc1ccc(F)cc1	84	-1.6	-58	-3	8	0	4	7	-8	89
COc1ccc(NC(=O)C2CCN(C(=O)c3ccc(OC)cc3)CC2)cc1	84	-3.8	7	-7	2	-2	1	3	9	95
O=C(CSCc1ccc(Cl)cc1)NCC1CCCO1 (stereo not given)	88	1.2	9	-14	14	1	-9	1	.	91
Nc1ccc(-c2nnc(-c3ccc(-c4ccccc4)cc3)o2)cc1	85	-4.9	-6	-21	6	1	6	1	.	86
Cc1ccc(CSc2ccc(-c3ccc4c(c3)OCO4)nn2)cc1	91	-0.1	-35	1	4	-10	-2	9	.	96
c1cncc(-c2nnc(C3CCCCC3)o2)c1	96	-0.4	-18	-21	10	-1	-6	1	-4	98
Cc1nc(CSc2nnc3scc(-c4ccc(Cl)cc4)n23)cs1	97	0.4	-20	-2	4	-2	8	1	-7	103
O=C(CCN1c2ccccc2Sc2ccccc21)OCc1nnc(-c2ccccc2)o1	93	-0.9	-52	-10	9	0	0	11	-12	93
CC1CC(C)CN(C2CCN(Cc3cccnc3)CC2)C1 (stereo not given)	80	-1.9	-18	-8	27	-1	7	1	-18	91
O=C(NC(=S)NCC1COc2ccccc2O1)c1ccccc1 (stereo not given)	96	-3.4	-55	.	7	.	-1	10	.	89
Cc1nc(-n2[nH]c3c(c2=O)CCCC3)[nH]c(=O)c1Cc1ccccc1	5.3*	-6.2	-2	17	0	.	-1	1	16	3.2*
CCCCNCCOCCOc1ccc(C)cc1Br	55	-3.1	-25	6	34	-6	6	5	-4	62
CCOC(=O)c1[nH]c(C)c(/C(O)=C2\C(=O)C(=O)N(CCN(C)C)C2c2cccc(OC)c2OC)c1C (stereo not given)	78	-0.4	-14	-7	13	.	-1	4	-4	93
Cc1ccccc1S(=O)(=O)Cc1ccc(C(=O)N2CCN(C3CCCCC3)CC2)o1	100	-4.1	-26	-6	7	.	3	2	-42	95
CC1CCCCN1c1cc(C#N)c(C#N)cc1[N+](=O)[O-] (stereo not given)	65	-2.4	-6	-6	4	-2	-7	3	-49	74
O=C1CC(c2ccc(Cl)cc2)SC(N(c2ccccc2)c2ccccc2)=N1 (stereo not given)	72	-4.1	3	3	4	.	-2	2	.	60
Cc1ccc(N2C(=O)c3cccc4c(Oc5ccccc5[N+](=O)[O-])ccc(c34)C2=O)c(C)c1	72	-0.4	-41	-3	19	-13	-4	1	.	69

An excerpt of these results, bar-delimited.
Compound | HCT116 bCat-KO | MRP-1 activ | BB579 growth dn | Yeast lifespan up | Measles CPE | Phagocytosis inh | GALR2 blocker | NPY Y2 blocker | E-sel TNF inh | PTEN del growth
CC1CCCCN1c1cc(C#N)c(C#N)cc1[N+](=O)[O-] (stereo not given) | 65 | -2.4 | -6 | -6 | 4 | -2 | -7 | 3 | -49 | 74
CCOC(=O)c1[nH]c(C)c(/C(O)=C2\C(=O)C(=O)N(CCN(C)C)C2c2cccc(OC)c2OC)c1C (stereo not given) | 78 | -0.4 | -14 | -7 | 13 | . | -1 | 4 | -4 | 93

Next part
SMILES	HCT116 bCat-KO	MRP-1 activ	BB579 growth dn	Yeast lifespan up	Measles CPE	Phagocytosis inh	GALR2 blocker	NPY Y2 blocker	E-sel TNF inh	PTEN del growth
Cc1cc(C)nc(NC(=O)c2cc([N+](=O)[O-])cc([N+](=O)[O-])c2)n1	92	-0.9	-27	-3	14	.	2	-1	-10	94
Cc1cc(C)c2c(=O)n(CC(=O)NCCCN3CCOCC3)sc2n1	79	-3.7	-12	-11	13	0	14	2	-13	84
O=C(Nc1cccc(Cl)c1)OCc1cnc(Cl)s1	102	-0.7	8	-10	4	-1	-11	8	16	84
O=C(Cn1c(=O)n(CCCCC(=O)NC2CCCC2)c(=O)c2ccccc21)NCCC1=CCCCC1	88	-2.4	-46	-11	3	.	1	0	.	88
CCC(CC)c1nnc(NC(=O)c2c(C)nn(Cc3ccccc3Cl)c2C)s1	76	1.5	-44	10	2	1	-8	-1	6	73
Cc1cc(C)cc(CC2CC(=O)N(c3ccc4c(c3)OCCO4)C2=O)c1 (stereo not given)	109	-1.0	-26	-12	14	0	-6	5	-46	105
O=S(=O)(c1ccccc1)c1nc(-c2ccccc2)oc1NCc1cccnc1	97	-0.8	-5	-8	5	0	3	1	.	92
FC(F)(F)c1nc2ccccc2n2c(-c3ccc(Cl)cc3)nnc12	4.8*	-6.4	2	-13	1	.	4	1	-11	10
COc1ccc(NC(=O)Nc2nnc(N3CCCCC3C)s2)cc1OC (stereo not given)	97	-1.4	-36	1	4	.	-4	1	-17	95
CC1(C)Cc2c(c(N3CCOCC3)nc3sc4c(=O)[nH]cnc4c23)CS1	89	-3.8	14	-6	20	-5	-3	1	.	84
CCn1cc(C(=O)NCCN(C)CCc2ccccc2)c(=O)c2cc(S(=O)(=O)N(C)C)ccc21	26	-2.9	-58	2	6	-1	-6	1	10	29
CCC(=O)Nc1ccc(NC(=O)C23CC4CC(CC(C4)C2)C3)cn1	101	-2.9	-45	0	6	2	-23	4	11	101
O=c1o[nH]c(-c2ccccc2)c1C1=NCCCCC1	95	-2.3	-25	-1	3	.	15	1	-11	93
COCc1cc(C)nc2sc3c(=O)n(Cc4ccco4)nnc3c12	93	-0.1	-7	-6	4	0	8	2	-12	101
COc1ccc(NC(=O)/C(C#N)=C\C=C\c2ccco2)cc1	9	-4.5	-35	-8	5	-4	-8	6	31	14
CC(C)(Oc1ccc(Cl)cc1)C(=O)NCc1ccco1	97	-3.3	-24	-4	1	-2	-10	3	45	95
Clc1ccccc1-c1nnc2sc(-c3ccco3)nn12	100	-1.9	-22	-8	6	1	-3	1	21	107
CCN(CC)CC(O)Cn1c2ccccc2c2ccccc21 (stereo not given)	82	-2.9	-21	-1	7	-3	-9	5	.	86
c1ccc(SCCc2ccncc2)cc1	93	-1.0	-40	11	1	.	5	3	6	84
O=C(CSc1nc2c(c(C(F)(F)F)n1)CCc1ccccc1-2)NCc1ccccc1	88	-0.4	-40	.	17	.	1	-2	-5	82
Cc1sc2nc(C(C)C)oc(=O)c2c1C	92	-0.2	-33	-16	20	-1	-12	2	-1	110
O=C(NCCN1C(=O)S/C(=C\c2ccc(Cl)c(Cl)c2)C1=O)c1ccc2c(c1)C(=O)N(Cc1ccncc1)C2=O	82	-1.6	-16	-1	8	2	23	-1	-18	81
